Assay outcomes as filed in PubChem.
BCR signal inh = inhibitors of chronic active B-cell receptor signaling. ABC-DLBCL IkBa-CBG/CBR reporter, luminescence ratio, 4 h. 340,000 compounds, 0.05% hits. Potency, µM (series often up to 46.1 µM), without a hit: at the top dose ratio change, negative = lower green/red ratio, hits mostly inhibitors; active means well fitted inhibition curve with a large enough effect in the signal ratio, with a control signal flat, not every such curve was filed as active; inconclusive means small, poorly fitted or top-dose-only effect, or effect the other way, or a change in a side signal; the % refers to the signal ratio;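 further: potency means the concentration at half of the fitted maximal effect; plate controls were basal doxycycline-induced cells for no effect and cells given 10 µM MG132 for full effect; MG132 reads +100%, hits lower the ratio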
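Cell line TMD8 (human ABC DLBCL), stably expressing tet-inducible CBG68-IkBa fusion and CBR; IMDM/0.5% FBS; cpd up to 46 uM; dox induction, 4 h, 37C/5% CO2; dual luminescence; green/red ratio; MG132 control.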
Menin MLL FP TR = menin-MLL binding inhibition, Texas Red mutant peptide; Menin + Texas Red MLL mutant peptide, fluorescence polarization; Potency, µM (highest dose often 61.6 µM), for the others: top-dose FP activity change, negative = inhibition, most hits filed as inhibitors; 270,000 compounds, 0.23% hits; AID 1768; active means well fitted inhibition curve with a large enough effect in the polarisation, with a control signal flat, not every such curve was filed as active; inconclusive means small, poorly fitted or top-dose-only effect, or effect the other way, or a change in a side signal; inactive means no such curve, though single readings can be large or run the other way; the % refers to the polarisation; further: potency means the concentration at half of the fitted maximal effect; % of control where 0% means no effect; many of its hits are not listed in these tables
MBNL1-CUG inh = blocks human MBNL1 binding to CUG repeat RNA | TR-FRET MBNL1-His/biotin-(CUG)12 binding, 665/545 ratio | AID 2675 | Potency, µM (titrated, usually from 57.5 µM), inactives show at the top dose activity change, negative = inhibition, most hits filed as inhibitors | Q9NR56 | 280,000 compounds, 0.036% hits; active means well fitted inhibition curve with a large enough effect in the signal ratio, with a control signal flat, not every such curve was filed as active; inconclusive means small, poorly fitted or top-dose-only effect, or effect the other way, or a change in a side signal; inactive means no such curve, though single readings can be large or run the other way; the % refers to the signal ratio; further: potency means the concentration at half of the fitted maximal effect; on the % scale 0 is the no-effect control and ±100 the full control effect
Target sequence (Q9NR56 whole entry, looked up): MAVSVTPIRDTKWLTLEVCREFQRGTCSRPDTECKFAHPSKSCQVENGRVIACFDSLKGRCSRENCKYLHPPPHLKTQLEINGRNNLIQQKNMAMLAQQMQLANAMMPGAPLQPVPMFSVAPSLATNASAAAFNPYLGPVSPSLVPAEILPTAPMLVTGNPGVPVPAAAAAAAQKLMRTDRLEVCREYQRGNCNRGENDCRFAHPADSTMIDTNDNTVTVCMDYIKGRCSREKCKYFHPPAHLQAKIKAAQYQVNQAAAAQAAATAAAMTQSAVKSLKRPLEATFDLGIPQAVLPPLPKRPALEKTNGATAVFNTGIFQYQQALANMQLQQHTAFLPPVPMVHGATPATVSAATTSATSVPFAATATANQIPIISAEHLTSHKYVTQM
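Compounds (final 92 nM to 58 uM) are added to His-tagged MBNL1 and biotin-(CUG)12, then terbium anti-His antibody and streptavidin-XL665 (5 nM final). After 60 min at room temperature, the 665/545 nm ratio is read.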
PKM2 act = PKM2 (human) enzyme activation | purified PKM2, Kinase-Glo ATP luminescence, activation; response scale: 0% is enzyme alone, no compound | P14618 | 260,000 compounds, 0.34% hits | Potency, µM (series often up to 57.5 µM), for inactives: top-dose activation, actives largely listed as activators; further: potency means the concentration at half of the fitted maximal effect; on the % scale 0 is the no-effect control and ±100 the full control effect; nearly all actives have a fitted effect of over 55% in size
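hPK-M2, >95% pure; 0.1 mM ADP / 0.5 mM PEP final; imidazole pH7.2 buffer w/ 7 mM MgCl2, 50 mM KCl; 1 h RT; Kinase-Glo lum. Intermediate enzyme activity for dual inhibitor/activator qHTS.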
hERG WT inh = KCNH2 (human, wildtype) channel inhibition. U2OS, BacMam KCNH2, thallium flux FluxOr; hits give low values. Q12809. AID 720551. 340,000 compounds, 0.37% hits. activity change, % at 1.84 µM;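 active means maximum activity change below -70%; inconclusive means maximum activity change between -70% and -50%; inactive means maximum activity change above -50%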; further: on the % scale 0 is the no-effect control and ±100 the full control effect
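U2OS cells were transduced with wild-type KCNH2 virus (2.03 x 10^8 / mL) for 4 h at room temperature, then cultured overnight at 37 C. Thallium flux was read with FluxOr dye. Rate constants were normalized to DMSO controls.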
GALK inhibitor = blocks human galactokinase activity | Purified GALK, Kinase-Glo residual ATP luminescence | Potency, µM (titrated, usually from 57.5 µM), for inactives: top-dose activity change, negative = inhibition, hits mostly inhibitors | 270,000 compounds, 0.007% hits | AID 1868; further: potency means the concentration at half of the fitted maximal effect; on the % scale 0 is the no-effect control and ±100 the full control effect
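Human GALK (5 nM) with 35 uM ATP and 100 uM galactose in 20 mM HEPES pH 8.0, 5 mM MgCl2, 60 mM NaCl, 1 mM DTT, 0.01% BSA. After 1 h at room temperature, leftover ATP was read by Kinase-Glo Plus luminescence.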
Eya2 phos inh = Eya2 (human) phosphatase inhibition. 330,000 compounds, 0.006% hits. recombinant Eya2, OMFP fluorescence dephosphorylation (OMFP is methylfluorescein phosphate). O00167. Potency, µM (highest dose often 76.9 µM), for the others: top-dose activity, negative = inhibition, actives largely listed as inhibitors; further: potency means the concentration at half of the fitted maximal effect; on the % scale 0 is the no-effect control and ±100 the full control effect
Target sequence (O00167 whole entry, looked up): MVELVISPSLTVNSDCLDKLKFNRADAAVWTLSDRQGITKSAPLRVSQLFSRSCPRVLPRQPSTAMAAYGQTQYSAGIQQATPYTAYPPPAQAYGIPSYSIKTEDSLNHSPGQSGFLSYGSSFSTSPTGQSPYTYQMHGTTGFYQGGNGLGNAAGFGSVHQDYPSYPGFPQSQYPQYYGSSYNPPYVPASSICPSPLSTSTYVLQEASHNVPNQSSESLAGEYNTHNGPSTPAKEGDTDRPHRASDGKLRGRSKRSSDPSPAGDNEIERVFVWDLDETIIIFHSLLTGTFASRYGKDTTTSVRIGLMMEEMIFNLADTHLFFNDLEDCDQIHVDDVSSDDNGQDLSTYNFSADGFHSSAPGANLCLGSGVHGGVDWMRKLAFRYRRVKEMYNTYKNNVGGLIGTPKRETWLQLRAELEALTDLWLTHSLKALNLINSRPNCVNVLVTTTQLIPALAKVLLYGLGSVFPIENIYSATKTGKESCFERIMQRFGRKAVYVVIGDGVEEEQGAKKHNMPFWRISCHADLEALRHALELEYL
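Eya2 (0.2 uM) preincubated 10 min at ambient with compound, then OMFP substrate added at 50 uM; 10 min reaction in 50 mM HEPES pH 7.5, 50 mM NaCl, 5 uM MgCl2, 0.05% BSA, 1 mM DTT. Fluorescence read at Ex 485/Em 525 nm.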
Mito fusion act = blocks mitochondrial division or promotes mitochondrial fusion; S. cerevisiae fusion-defective mutant growth rescue, CellTiterGlo 48 h; Potency, µM (titrated, usually from 46.1 µM), for inactives: at the highest dose growth rescue (activation), most hits filed as activators; 320,000 compounds, 0.23% hits; AID 485298;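 further: potency means the concentration at half of the fitted maximal effect; % of control where 0% means no effect; nearly all actives have a fitted effect of over 45% in size; temperature-sensitive fusion mutants such as fzo1-1 at 37 °C on non-fermentable ethanol glycerol medium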
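S. cerevisiae fusion-defective temperature-sensitive mutants (e.g. fzo1-1, mgm1-5) grown 48 h at 37C in YPEG (ethanol/glycerol non-fermentable) medium with 23 nl compound per well; growth rescue read as CellTiterGlo luminescence.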
USP2a block = blocks human ubiquitin-specific protease USP2a. O75604. USP2 core, Ub-CHOP2 coupled fluorogenic reporter, 485/531. Potency, µM (series often up to 38.3 µM), for the others: top-dose activity change, negative = inhibition, most hits filed as inhibitors. 330,000 compounds, 0.01% hits;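 further: potency means the concentration at half of the fitted maximal effect; plate controls were DMSO wells for no effect and full inhibition by NEM control for full effect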
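Cell-free coupled assay: 10nM USP2 core preincubated 30min RT with compound in Tris-HCl pH 8.0/CaCl2/CHAPS buffer, then 25nM Ub-CHOP2 and 25nM reporter substrate; fluorescence (Ex 485/Em 531) read after 60min RT, normalized to NEM inhibition, concentration-response curves fitted.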
S-ASM inh = inhibitors of human secretory acid sphingomyelinase; P17405; placental ASM, HMU-PC fluorogenic substrate, 60 min; Potency, µM (titrated, usually from 57.5 µM), inactives show at the highest dose activity change, negative = inhibition, actives largely listed as inhibitors; 340,000 compounds, 0.006% hits; AID 504937; further: potency means the concentration at half of the fitted maximal effect
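Steps: dispense placental human ASM, pin compound, wait 10 min at room temperature, add HMU-PC0 substrate at 9 uM final, incubate 60 min at 37 °C, add stop solution raising pH to 10, read fluorescence.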
TSHR antagonist = antagonists of human thyroid stimulating hormone receptor. P16473. TSHR-expressing cells, TSH-stimulated cAMP HTRF, 2 h; hits give low values. activity change, negative = inhibition, % at 11.5 µM. 330,000 compounds, 0.2% hits;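 active means activity change below a set negative limit, meaning inhibition stronger than a set level, cut at about -70% in these data; inconclusive means activity change between two set negative limits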; further: on the % scale 0 is the no-effect control and ±100 the full control effect
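Antagonism was scored as loss of TSH-driven cAMP in TSHR cells, stimulated with 4nM TSH (EC80) for 2 hours at 37 deg C and detected by homogeneous HTRF competition immunoassay.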
Numbers without * were called inactive; i = inactive; ? = inconclusive; . = not tested or not shown. Unless noted, the call rests on the fitted dose curve; in most records, active means well fitted curve in the direction sought with a large enough effect; inconclusive means small, poorly fitted or top-dose-only effect, or another doubt; inactive means no such curve, though single readings can be large; an effect the other way counts as inactive or inconclusive. The list is partial; count on the stated rates, not on these rows.

Letter code: A = BCR signal inh; B = Menin MLL FP TR; C = MBNL1-CUG inh; D = PKM2 act; E = hERG WT inh; F = GALK inhibitor; G = Eya2 phos inh; H = Mito fusion act; I = USP2a block; J = S-ASM inh; K = TSHR antagonist
(1) CCOC(=O)Cn1c(=NC(=O)CSC(C)=O)sc2ccccc21
  A: 2% | B: -3% | C: 4% | D: 22% | E: -5 | F: 2% | G: 13% | H: 11% | I: 2% | J: 0% | K: -43
(2) COc1nc(C)nc(C)c1Oc1ccc(Cl)cc1Cl
  A: 0% | B: . | C: -2% | D: -14% | E: 7 | F: -1% | G: -10% | H: -5% | I: -1% | J: 2% | K: 4
(3) COC(=O)c1c(C)cc(C)c2c1CC(C)(C)C2=O
  A: -8% | B: . | C: -3% | D: 1% | E: -2 | F: 0% | G: 7% | H: 2% | I: 2% | J: 0% | K: -19
(4) Cn1c(CSCc2ccc(Cl)c(Cl)c2)n[nH]c1=S
  A: -18% | B: 2% | C: -15% | D: -17% | E: 1 | F: 0% | G: -12% | H: 2% | I: 3% | J: 1% | K: 19
(5) COC(=O)Nc1ccc(S(=O)(=O)N2CCCc3cccc(O)c32)cc1
  A: -2% | B: ? | C: 3% | D: 1% | E: 0 | F: 4% | G: -2% | H: 18% | I: 0% | J: -5% | K: 3
(6) O=C1CSC(=Nc2cccc(C(=O)O)c2)N1
  A: ? | B: -15% | C: -6% | D: 1% | E: -5 | F: 4% | G: -6% | H: -3% | I: -1% | J: 2% | K: -1
(7) CCN(CC)S(=O)(=O)c1ccc(C(=O)NN(C)C2=NS(=O)(=O)c3ccccc32)cc1
  A: 4% | B: 14% | C: 4% | D: 5% | E: 3 | F: 6% | G: 4% | H: -2% | I: 1% | J: 5% | K: 8
(8) O=C(CCc1ccccc1)N=C1SC2CS(=O)(=O)CC2N1Cc1ccc(F)cc1 (stereo not drawn)
  A: 5% | B: ? | C: 4% | D: . | E: -3 | F: -10% | G: -1% | H: -4% | I: 0% | J: 3% | K: 11
(9) CCN(CC(=O)Nc1ccccc1C(F)(F)F)C(=O)c1ccccc1SCC(=O)N1CCCC1
  A: 0% | B: . | C: . | D: . | E: -14 | F: . | G: 14% | H: 0% | I: 0% | J: 1% | K: -7
(10) CC(=O)c1cccc(Nc2c([N+](=O)[O-])c(=O)oc3ccccc23)c1
  A: -1% | B: . | C: 10% | D: -1% | E: 2 | F: . | G: -7% | H: 6% | I: -1% | J: -2% | K: -1
(11) O=C(c1ccccc1)N1CCN=C1c1ccccc1
  A: 0% | B: 8% | C: . | D: 2% | E: 1 | F: -1% | G: -1% | H: -2% | I: -1% | J: -2% | K: 5
(12) CCOc1cc(NC(=S)Nc2ccccc2)c(OCC)cc1NC(=O)c1ccc(OC)cc1
  A: 21% | B: . | C: 1% | D: -3% | E: -28 | F: -7% | G: ? | H: -7% | I: 0% | J: -1% | K: 18
(13) Cc1cc(Cl)ccc1OCCCC(=O)NN
  A: -20% | B: 7% | C: -2% | D: 6% | E: 3 | F: -1% | G: 0% | H: 2% | I: 1% | J: 0% | K: -1
(14) O=C(Nc1nnc(-c2cccs2)s1)C1CC1
  A: 7% | B: -10% | C: 7% | D: -1% | E: 10 | F: 9% | G: 2% | H: 4% | I: 2% | J: 22% | K: -5
(15) CC(C)CCN(C)C1CCN(S(=O)(=O)c2cccc(C(F)(F)F)c2)CC1
  A: 15% | B: -14% | C: -10% | D: -1% | E: 27 | F: -2% | G: -4% | H: 9% | I: -1% | J: 1% | K: 16

Remaining list, next part:
Letter code: A = BCR signal inh; B = Menin MLL FP TR; C = MBNL1-CUG inh; D = PKM2 act; E = hERG WT inh; F = GALK inhibitor; G = Eya2 phos inh; H = Mito fusion act; I = USP2a block; J = S-ASM inh; K = TSHR antagonist
(16) CCOCCCn1c(=S)[nH]c2cc(C(=O)NCCc3ccccc3)ccc2c1=O
  A: 4% | B: 3% | C: ? | D: . | E: -2 | F: 0% | G: -2% | H: 3% | I: -1% | J: 1% | K: -2
(17) CCNC(=S)N1CCN(c2nc(CC)nc3sc4c(c23)CCCC4)CC1
  A: ? | B: 9% | C: 2% | D: -2% | E: -8 | F: 0% | G: -7% | H: -13% | I: -2% | J: -7% | K: -20
(18) Cc1cc(F)ccc1S(=O)(=O)N1CCCOC1CNC(=O)C(=O)NCc1ccccn1 (stereo not drawn)
  A: -1% | B: . | C: 4% | D: -6% | E: 3 | F: -6% | G: 7% | H: -1% | I: -2% | J: 1% | K: 0
(19) C=CCn1c(-c2ccc(OC)cc2)nc2nc3ccccc3nc21
  A: ? | B: -11% | C: ? | D: -6% | E: -16 | F: -3% | G: 13% | H: 11% | I: -1% | J: i | K: -13

From no. 18 as far as 19, as listed above:
Letter code: A = BCR signal inh; B = Menin MLL FP TR; C = MBNL1-CUG inh; D = PKM2 act; E = hERG WT inh; F = GALK inhibitor; G = Eya2 phos inh; H = Mito fusion act; I = USP2a block; J = S-ASM inh; K = TSHR antagonist
(18) Cc1cc(F)ccc1S(=O)(=O)N1CCCOC1CNC(=O)C(=O)NCc1ccccn1 (stereo not drawn)
  A: -1% | B: . | C: 4% | D: -6% | E: 3 | F: -6% | G: 7% | H: -1% | I: -2% | J: 1% | K: 0
(19) C=CCn1c(-c2ccc(OC)cc2)nc2nc3ccccc3nc21
  A: ? | B: -11% | C: ? | D: -6% | E: -16 | F: -3% | G: 13% | H: 11% | I: -1% | J: i | K: -13

3 entries out of the list above, ordered by their value in GALK inhibitor, ascending:
No. | smiles | BCR signal inh | Menin MLL FP TR | MBNL1-CUG inh | PKM2 act | GALK inhibitor | Eya2 phos inh | Mito fusion act | S-ASM inh | TSHR antagonist
18 | Cc1cc(F)ccc1S(=O)(=O)N1CCCOC1CNC(=O)C(=O)NCc1ccccn1 (stereo not drawn) | -1% | . | 4% | -6% | -6% | 7% | -1% | 1% | 0
19 | C=CCn1c(-c2ccc(OC)cc2)nc2nc3ccccc3nc21 | ? | -11% | ? | -6% | -3% | 13% | 11% | i | -13
16 | CCOCCCn1c(=S)[nH]c2cc(C(=O)NCCc3ccccc3)ccc2c1=O | 4% | 3% | ? | . | 0% | -2% | 3% | 1% | -2
